TIM10 inh: inhibits growth of TIM10 yeast strain; S. cerevisiae TIM10 strain growth, BacTiter-Glo luminescence, 24 h; inhibition, % at 10 µM; 330,000 tested, 1.4% active; AID 463195;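 active = inhibition of 40% or more at the single tested concentration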;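 also: wild-type TIM10 isogenic control strain grown at permissive 25 °C; 0% = DMSO yeast wells and 100% = minimal medium wells without yeast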
Mdm2-MdmX inh: inhibitors of human Mdm2/MdmX interaction; AID 485346; 330,000 tested, 3% active; inhibition, % at 8 µM; SaOS-2 split-luciferase Mdm2/MdmX complementation, luminescence; O15151+Q00987;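 active = inhibition of at least 50% at 8 µM in the primary screen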
NLRP3 yeast inh: blocks the NALP3 inflammasome reconstituted in yeast. inhibition, % at 10 µM. 330,000 tested, 0.39% active. Yeast reconstituted NLRP3/ASC/caspase-1, beta-gal luminescence, 24 h;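 active = inhibition of 50% or more; inactive = inhibition below 50%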;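 also: plate controls were induced DMSO wells for no effect and uninduced yeast grown without galactose for full effect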
tim23-1 inh: tim23-1 yeast growth inhibition; S. cerevisiae tim23-1 growth, BacTiter-Glo luminescence, 24 h; inhibition, % at 20 µM; 330,000 tested, 1.3% active; AID 463212;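 active = growth inhibition of the mutant yeast at or above 50%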;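 also: temperature-sensitive mutant grown at 25 °C; plate controls were DMSO-treated mutant yeast for no effect and medium wells lacking yeast for full effect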
APJ ag: APJ receptor agonism | P35414 | CHO-K1 APJ PathHunter beta-arrestin, luminescence; 0% DMSO wells, 100% apelin | activation, % at 20 µM | 330,000 tested, 0.11% active | AID 2520;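 active = activation more than six SD over the plate average, tested at 20 µM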;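 also: 0% = DMSO alone and 100% = apelin-13 at 10 nM; some results filed as inactive read as strong as hits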
Target sequence (P35414 whole entry, looked up): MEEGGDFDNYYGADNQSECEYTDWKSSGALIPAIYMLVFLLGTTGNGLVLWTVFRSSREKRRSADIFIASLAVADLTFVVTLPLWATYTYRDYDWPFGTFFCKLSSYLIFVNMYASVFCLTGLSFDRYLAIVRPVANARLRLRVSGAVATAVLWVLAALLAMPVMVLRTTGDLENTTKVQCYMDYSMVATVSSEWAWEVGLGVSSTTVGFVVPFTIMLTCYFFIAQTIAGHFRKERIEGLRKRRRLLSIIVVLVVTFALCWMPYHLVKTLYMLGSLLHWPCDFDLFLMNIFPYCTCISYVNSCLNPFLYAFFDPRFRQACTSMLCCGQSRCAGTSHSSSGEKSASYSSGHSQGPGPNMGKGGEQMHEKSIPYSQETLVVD
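Material: CHO-K1 APJ beta-arrestin complementation cell line; Input: cell density 1000 per well; Incubation: compound stimulation 90 min at 25 °C, detection 60 min; Signal: luminescence from split beta-galactosidase complementation, Galacton Star/Emerald II substrate; Controls: DMSO-only wells as negative, 10 nM Apelin-13 as positive control.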
UPR XBP1 act: adaptive UPR (XBP1) activation. CHO-XBP1 luciferase reporter, IRE1-XBP1 UPR activation, luminescence; percent of tunicamycin response, DMSO as zero. AID 463104. 330,000 tested, 0.33% active. activation, % at 20 µM;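 active = versus positive control, 20 µM dose yields 30% or more activation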;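 also: 100% = tunicamycin at 10 µg/mL and 0% = DMSO only wells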
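Assay system: CHO-XBP1 luciferase reporter cells; Schedule: 6 h treatment, 37 °C; Detection: glow luminescence from Steady-Glo reagent; Benchmarks: high control tunicamycin 10 µg/mL final, low control DMSO vehicle only.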
tim10-1 inh: tim10-1 yeast growth inhibition; AID 463190; inhibition, % at 20 µM; S. cerevisiae tim10-1 ts strain growth, BacTiter-Glo, 24 h; 330,000 tested, 2.2% active;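 active = inhibition of at least 40%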;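 also: mutant grown at 25 °C; 0% = DMSO wells with yeast and 100% = wells holding no yeast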
NR3A LBD binder: NR3A (human) ligand-binding domain modulation; Tm shift relative to glycine control, % at 25 µM; NR3A LBD differential scanning fluorimetry, Tm shift; 0% = protein alone, 100% = glycine-bound protein; 340,000 tested, 2.5% active;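 active = melting temperature shift of at least 10% of the positive control shift, at one fixed dose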
CHOP UPR activ: apoptotic UPR (CHOP) activation. 330,000 tested, 0.34% active. activation, % at 10 µM. CHO-CHOP luciferase reporter, luminescence; percent of tunicamycin response over DMSO baseline. AID 449763;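 active = at 10 µM dose, activation of 40% or more, normalized to positive control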;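 also: 100% = tunicamycin at 10 µg/mL and 0% = DMSO alone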
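System: CHO-CHOP luciferase reporter cell line | Buffer or medium: F12 medium containing 10% fetal bovine serum | Doses: One dose, 10 µM in 0.5% DMSO | Times: 6 h compound exposure at 37 °C after overnight seeding | Signal: Luciferase luminescence | Read-out: % activation vs tunicamycin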
Starred values were filed as active, the others as inactive; . = not tested or not shown.

Results follow in this order: TIM10 inh, Mdm2-MdmX inh, NLRP3 yeast inh, tim23-1 inh, APJ ag, UPR XBP1 act, tim10-1 inh, NR3A LBD binder, CHOP UPR activ
1	Cc1ccc(-c2nc3cccnc3s2)cc1NS(=O)(=O)c1ccc2c(c1)CCCC2
 : 5, 5, 0, 38, -6, 2, 23, -8, 3.0
2	O=C(N/N=C\c1ccc(COc2ccc([N+](=O)[O-])cc2)o1)c1cccc(Cl)c1
 : -19, 35, 5, -16, 2, -2, -6, 2, -0.2
3	O=C(O)c1ccc(Nc2ncnc3scc(-c4ccccc4)c23)cc1
 : 23, 14, 8, 20, 0, 11, 26, 0, 0.4
4	C/C(N)=C(/C#N)C(=O)COC(=O)C(c1ccccc1)c1ccccc1
 : -15, 20, -14, 6, -3, -2, 1, 1, -0.3
5	CCc1ccc(C(=O)NN=C2CCCCCC2)s1
 : 0, 30, 3, 1, 1, -6, -9, 2, 1.4
6	NCc1nc(-c2ccc(Cl)cc2)no1
 : -34, -1, -6, 1, -1, 0, 6, 0, 2.1
7	O=C(COc1ccc(S(=O)(=O)Nc2ccccc2)cc1)NCc1cccnc1
 : 8, 24, -13, 6, 0, -1, -2, 1, 3.9
8	O=C(CNCC1CCCO1)NCc1ccco1 (centres undefined)
 : 17, 38, 14, -3, -3, 3, 6, 1, 0.7
9	O=C(Oc1cccc(N2C(=O)CCC2=O)c1)c1ccccc1
 : 0, 16, 4, 14, -4, -1, 13, 0, 2.7
10	CCOC(=O)c1ccc(NC(=O)CSc2nnnn2C2CCCCC2)cc1
 : -17, -25, 8, -12, 4, -3, 15, -1, -1.4
11	FCCCOc1ccc(-c2ccnc(-c3ccccc3)n2)cc1
 : 5, -57, 17, 35, 0, 3, 21, -32, 5.1
12	CCCCN1C(=O)C(=O)N(CC(=O)Nc2ccccc2C(C)=O)C1=O
 : -1, 1, 12, 5, 0, -1, 1, 0, 0.1
13	CCCc1nnc(NC(=O)CC(C)c2ccccc2)s1 (centres undefined)
 : -11, 6, 31, 17, 0, -2, 1, -2, 0.9
14	CC1CCCCN1C(=S)NCCc1ccccc1 (centres undefined)
 : 22, -43, 27, 19, 0, -3, 18, 0, 1.0
15	COCCCN1C(=O)C(=O)/C(=C(/O)c2ccc(OC)cc2C)C1c1cccnc1 (centres undefined)
 : 3, 15, 8, 0, -1, 0, 2, 0, 0.1
16	C/C(=N/NS(=O)(=O)c1ccc(C)c(C)c1)c1ccncc1
 : -5, -11, 2, -5, -1, -2, -1, -2, -0.1
17	COC(=O)c1ccc(C(=O)NC2CCCc3c2cnn3-c2cc(F)cc(F)c2)nc1 (centres undefined)
 : 32, 58*, 3, 45, 9, 0, 39, -4, 1.0
18	C=C1SC(=Nc2c(C)cc(C)cc2C)N(C(=O)c2sc3ccccc3c2Cl)C12CCCCC2
 : -3, -4, 5, 4, -3, -3, 24, 2, -1.2
19	CC1(C)NC(=O)N(CCCCOc2ccc3c(c2)CCC3)C1=O
 : 21, 16, 12, 18, -4, 0, 20, 0, 1.5
20	CCn1c(C)nc2cc(C(=O)N/N=C(\C)c3ccc(N4CCOCC4)cc3)ccc21
 : -6, -8, -2, 8, -2, -2, 0, 1, -1.1
21	O=C(c1ccc(-c2ccccc2)cc1)C1CCCN(C(=O)c2ccncc2)C1 (centres undefined)
 : -7, 5, -2, 6, -3, -2, 5, -1, -0.9
22	CCOc1ccc(NS(=O)(=O)c2coc(C(N)=O)c2)cc1
 : 3, 9, 2, 0, -2, -1, 4, -2, -0.9
23	CCOC(=O)c1cn(Cc2ccc(C)cc2)nn1
 : -4, 3, -37, 4, -2, -1, -2, -1, 3.2
24	Cc1ccc(NC(=O)C2CCCN2S(=O)(=O)c2ccc(F)cc2)c(C)c1 (centres undefined)
 : 15, -4, 18, 13, -6, -2, 23, 2, 0.0
25	COc1ccc(C)cc1S(=O)(=O)N(C)CC(=O)Nc1ccc2c(c1)OCO2
 : -1, -8, 6, 6, 9, -1, 8, 0, -0.6
26	COc1cc([N+](=O)[O-])ccc1NC(=O)CCCOc1cccc(C)c1C
 : -4, 0, 24, 10, 1, -3, 7, -6, -1.0
27	O=C(CCSCCC(=O)NCc1ccc(F)cc1)NCc1ccc(F)cc1
 : 11, -20, 12, 9, -4, 0, 6, -1, 0.2
28	CCN(CC(=O)Nc1ccc(OC)cc1)C(=O)c1cc(S(=O)(=O)N2CCOCC2)ccc1N1CCCC1
 : 3, -3, 15, 3, 10, -5, -16, 3, 0.3
29	Cc1ccc(S(=O)(=O)N2CC=C(C(=O)NCCC(C)C)CC2)cc1
 : 7, -10, 18, 18, 1, 0, -10, -1, -0.9
30	Cc1cc(C(=O)Nc2c(F)cc(F)cc2Br)n(-c2ccccc2)n1
 : 8, -41, 10, 20, -1, -3, 22, -2, 0.8
31	CCC1C(=O)N=C(SCC(=O)Nc2ccc(S(N)(=O)=O)cc2)NC1=O (centres undefined)
 : -4, -9, 2, 13, 1, -4, 15, -1, -0.9
32	O=S(=O)(c1ccc2ccccc2c1)n1cccn1
 : 16, 6, 0, 15, 9, -5, 18, 5, 2.0
33	Nc1cccc2c1C(=O)N(C(=O)c1cccc(S(=O)(=O)N3CCCC3)c1)C2=O
 : -12, 21, 3, 7, -1, -2, 6, 1, -3.0
34	O=S(=O)(NCCCCCCNS(=O)(=O)c1c(F)cccc1F)c1ccc2c(c1)OCCO2
 : -6, 19, 7, 12, -3, -1, 5, -2, 0.4
35	Cc1ccc2c(c1)-n1c(nc3ccc(C)cc3c1=O)C(Cc1ccccc1)NC2=O (centres undefined)
 : 6, -4, 7, 5, -1, 1, 9, ., -0.1
36	CCOC(=O)CN(C(=O)CNC(=O)c1ccco1)C(C(=O)NC1CCCC1)c1ccccc1OCC (centres undefined)
 : -6, -27, 2, 9, 3, -2, 4, 3, -1.7
37	Nc1ncnc2c1ncn2[C@@H]1O[C@H](CNC(=O)[C@H]2CCC(=O)N2)[C@@H](O)[C@H]1O
 : -3, 3, ., 18, ., 5, -4, 1, 0.1
38	Cc1nc2ccccc2c2oc(C(=O)NCc3ccccn3)cc12
 : 2, 31, -5, 5, -4, -2, 16, 0, -1.0
39	COc1ccccc1CC(=O)NN1C(=O)NC2(CCC(C)CC2)C1=O (centres undefined)
 : 1, 11, 9, 10, -1, -2, 4, 0, 0.4
40	O=C(CC(c1ccccc1)c1cc(Br)ccc1O)NCCCN1CCOCC1 (centres undefined)
 : -3, 3, 12, 20, -3, -5, 3, 0, 0.8

Copied from above (2 entries):
Results follow in this order: TIM10 inh, Mdm2-MdmX inh, NLRP3 yeast inh, tim23-1 inh, APJ ag, UPR XBP1 act, tim10-1 inh, NR3A LBD binder, CHOP UPR activ
39	COc1ccccc1CC(=O)NN1C(=O)NC2(CCC(C)CC2)C1=O (centres undefined)
 : 1, 11, 9, 10, -1, -2, 4, 0, 0.4
40	O=C(CC(c1ccccc1)c1cc(Br)ccc1O)NCCCN1CCOCC1 (centres undefined)
 : -3, 3, 12, 20, -3, -5, 3, 0, 0.8

Some of these compounds in order of the UPR XBP1 act value, low to high.
# | mol | TIM10 inh | Mdm2-MdmX inh | NLRP3 yeast inh | APJ ag | UPR XBP1 act | NR3A LBD binder
5 | CCc1ccc(C(=O)NN=C2CCCCCC2)s1 | 0 | 30 | 3 | 1 | -6 | 2
10 | CCOC(=O)c1ccc(NC(=O)CSc2nnnn2C2CCCCC2)cc1 | -17 | -25 | 8 | 4 | -3 | -1
2 | O=C(N/N=C\c1ccc(COc2ccc([N+](=O)[O-])cc2)o1)c1cccc(Cl)c1 | -19 | 35 | 5 | 2 | -2 | 2
27 | O=C(CCSCCC(=O)NCc1ccc(F)cc1)NCc1ccc(F)cc1 | 11 | -20 | 12 | -4 | 0 | -1
11 | FCCCOc1ccc(-c2ccnc(-c3ccccc3)n2)cc1 | 5 | -57 | 17 | 0 | 3 | -32
3 | O=C(O)c1ccc(Nc2ncnc3scc(-c4ccccc4)c23)cc1 | 23 | 14 | 8 | 0 | 11 | 0

Going on with the list:
Results follow in this order: TIM10 inh, Mdm2-MdmX inh, NLRP3 yeast inh, tim23-1 inh, APJ ag, UPR XBP1 act, tim10-1 inh, NR3A LBD binder, CHOP UPR activ
41	CCOC(=O)N1CCN(c2c(NCC3CCCO3)c(=O)c2=O)CC1 (centres undefined)
 : 10, -21, 11, 10, -5, 2, -5, -4, -0.9
42	COc1ccc(COc2ccc3ccc(=O)oc3c2)cc1
 : 24, -92, 9, 32, -2, 1, 25, -11, 6.1
43	COc1ccc(CNC(=O)CC2C[C@H](C(=O)N3CCCCC3)[C@@]3(C)c4[nH]c5ccccc5c4CCN3C2=O)cc1OC (some centres undefined)
 : 0, 16, 18, -11, -2, -3, 0, -3, 1.3
44	OC(COc1cc(Cl)c(Cl)cc1Cl)CN1CCN(c2ncccn2)CC1 (centres undefined)
 : 30, -8, 41, -2, 2, 2, 3, -1, -0.4
45	COc1cc(CN2CCCC(CCC(=O)NCc3ccc(C)o3)C2)cc2c1OCO2 (centres undefined)
 : 7, 17, 17, 8, -1, 0, 5, 1, 4.0
46	Clc1ccc(-c2cc(-c3ccccn3)on2)c(Cl)c1
 : 24, -40, 30, 23, 2, -9, 11, 3, -7.0
47	O=C(NCc1cccs1)C1CCN(S(=O)(=O)c2ccc(Br)s2)CC1
 : 8, 1, 28, 26, -4, -1, 20, 2, -2.0
48	CC(/C=C1\N=C(SCc2ccccc2)SC1=O)=C\c1ccccc1
 : 10, -18, 7, 18, 0, -2, 16, 0, 0.4
49	Cc1c(NC(=O)C2CCCCC2)cc(C(=O)N2CCOCC2)cc1[N+](=O)[O-]
 : -6, 17, -1, -4, 1, -2, 22, 0, 1.2

Part of the list above, set out differently:
| entry | Structure | TIM10 inh | Mdm2-MdmX inh | NLRP3 yeast inh | tim23-1 inh | APJ ag | UPR XBP1 act | tim10-1 inh | NR3A LBD binder | CHOP UPR activ |
| --- | --- | --- | --- | --- | --- | --- | --- | --- | --- | --- |
| 42 | COc1ccc(COc2ccc3ccc(=O)oc3c2)cc1 | 24 | -92 | 9 | 32 | -2 | 1 | 25 | -11 | 6.1 |
| 43 | COc1ccc(CNC(=O)CC2C[C@H](C(=O)N3CCCCC3)[C@@]3(C)c4[nH]c5ccccc5c4CCN3C2=O)cc1OC (some centres undefined) | 0 | 16 | 18 | -11 | -2 | -3 | 0 | -3 | 1.3 |
| 44 | OC(COc1cc(Cl)c(Cl)cc1Cl)CN1CCN(c2ncccn2)CC1 (centres undefined) | 30 | -8 | 41 | -2 | 2 | 2 | 3 | -1 | -0.4 |
| 45 | COc1cc(CN2CCCC(CCC(=O)NCc3ccc(C)o3)C2)cc2c1OCO2 (centres undefined) | 7 | 17 | 17 | 8 | -1 | 0 | 5 | 1 | 4.0 |
